Screens (PubChem BioAssay)
TAG inh: triacylglycerol accumulation inhibition; H9c2 cells, Nile Red lipid (TAG) fluorescence; cells loaded with 200 µM oleic acid; AID 651582; hit rate 0.66% among 230,000; inhibition, % at 12.5 µM;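 active means pattern-corrected inhibition of lipid staining of at least 50% with the nuclear-stain viability signal not falling by more than 50%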;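 further: 0% = DMSO wells and 100% = triacsin C control wells; some results filed as inactive read as strong as hits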
TAG inh DAPI viability: second read-out of TAG inh, no call of its own (marks repeat the call); DAPI nuclei signal change (viability), lower = more cytotoxic, %;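 whole-well DAPI fluorescence read on a plate reader as a viability signal; minus 50 percent equals half of cells still viable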
Numbers without * were called inactive. This is a subset, so the mix of outcomes need not match the whole.

SMILES	TAG inh	TAG inh DAPI viability
O=CN(Cc1ccccc1)c1cc([N+](=O)[O-])ccc1OCc1ccccc1	-10	-3
COC(=O)c1csc(C2OC(CO)C(O)C2O)n1 (configuration not stated)	5	-4
CCOc1ccc(OCC)c(NC(=O)CCS(=O)(=O)c2ccc(Br)s2)c1	21	13
COc1ccc(-n2nccc2-c2nn(-c3cccc(OC)c3)c(=O)n(C)c2=O)cc1	-1	4
Cc1cc(N(C)C)cc(C)c1N=Nc1cc[n+]([O-])cc1	2	8
CC1CCCCN1C(=O)Cn1cnc2cc([N+](=O)[O-])ccc2c1=O (configuration not stated)	9	8
CCc1cccc(CC)c1NC(=S)/C(=C(\[O-])c1ccc(Cl)s1)[n+]1ccccc1	-5	4
O=C(NCC1CCCO1)c1cccc(S(=O)(=O)N2CCCCC2)c1 (configuration not stated)	8	8
COc1ccc(S(N)(=O)=O)cc1C(=O)N(C)CC(=O)Nc1ccc(N2CCOCC2)cc1	7	0
CC1CN(C(=O)c2cc(S(=O)(=O)N(C)c3ccc(F)cc3)ccc2Cl)CC(C)O1 (configuration not stated)	-10	1
Cc1cccc(NC(=O)c2cc([N+](=O)[O-])ccc2N2CCOCC2)c1C	-4	-4
O=C(Cc1ccc(Br)cc1)NNC(=O)c1cccs1	-12	5
CC(C)=CCN1CCN(Cc2nc(C(C)C)cs2)CC1CCO (configuration not stated)	-15	10
COc1ccc(S(=O)(=O)NCCC(=O)OCC(=O)c2ccc[nH]2)cc1[N+](=O)[O-]	-13	1
CCc1ccc(Nc2ccc(S(=O)(=O)N3CCOCC3)cc2[N+](=O)[O-])cc1	-18	2
CCN(CCCNC(=O)c1cn(CC)c2ccc(S(=O)(=O)N(C)C)cc2c1=O)c1cccc(C)c1	56*	23*
Cc1ccc(NC(=O)c2ccc(CN3CCN(C)CC3)cc2)cc1Nc1nccc(-c2cccnc2)n1	9	15
COc1ccc(S(=O)(=O)N2CCC(C(=O)NCc3ccccn3)CC2)cc1C	-3	6
O=S(=O)(Nn1cnnc1)c1ccccc1Cl	-13	13
O=c1[nH]c(O)c(C=Nc2ccc(Cl)cc2Cl)c(=O)[nH]1	-6	33
Cc1oc2ccc(O)cc2c1C(=O)c1ccc(Cl)cc1	-47	13
Cc1ccc(C(=O)C(C)OC(=O)CCN=C2NS(=O)(=O)c3ccccc32)cc1 (configuration not stated)	4	-10
COc1ccc(Cl)cc1NC(=S)NCCN1CCOCC1	-5	-1
COC(=O)c1ccc(CNC(=O)c2ccc3c(c2)NC(=O)CS3)cc1	1	2
NS(=O)(=O)c1ccc(CCNC(=O)C2CCCCC2)cc1	-4	0
N#Cc1ccc(C(=O)NN2C(=O)NC3(CCCCC3)C2=O)cc1	6	-3
COc1ccccc1C(=O)NCCc1nc2ccccc2n1C	-8	0
O=C(Nc1ccnn1C1CCN(C(=O)CCc2ccc(F)cc2)CC1)C1CCOC1 (configuration not stated)	1	38
Cc1ccc(N2C(=O)c3ccccc3C2C(=O)c2ccc(O)cc2O)cc1 (configuration not stated)	14	2
CCOC(=O)CC1C(=O)NCCN1S(=O)(=O)c1ccccc1 (configuration not stated)	13	8
NS(=O)(=O)c1ccc(CCNCc2cc(Br)ccc2OCc2ccccc2)cc1	1	18
Cc1ccc(NC(=O)c2cccnc2)cc1S(=O)(=O)N(C)C	2	-5
Clc1ccc(CCNc2nc3ccccc3n3nnnc23)cc1	9	47
Cc1ccc(OCC(=O)N2CCN(C(=O)c3cccnc3)CC2)cc1	-1	-2
CC(CCc1ccccc1)NC(=O)c1ccc(-n2cncn2)c([N+](=O)[O-])c1 (configuration not stated)	-11	4
COc1ccc(OCC(=O)N/N=C(\C)CC(=O)Nc2ccc(OC)cc2[N+](=O)[O-])cc1	-3	16
COc1cc(/C=N/NC(=O)c2ccc3nc[nH]c3c2)cc(OC)c1OC(C)=O	7	-4
COc1cc2[nH]c(=O)c(C(=O)NCCCN3CCCCC3)c(O)c2cc1OC	18	34
O=C(O)/C=C\C(=O)NCc1cccnc1	-1	9
O=C(CCn1c(=O)oc2ccccc21)NCc1ccc2c(c1)OCO2	6	-1
CC(Cc1ccccc1)C(=O)NCc1ccncc1 (configuration not stated)	-7	2
COc1ccc(OCC(=O)Nc2cc(-c3nn(C)c(=O)c4ccccc34)ccc2N2CCOCC2)cc1	6	1
Cc1csc(NC(=O)C2=COCCO2)n1	-6	4
O=C1NC[C@H](Cc2ccccc2)N(C[C@H]2CCCN2C[C@H](Cc2ccccc2)N2C[C@H](Cc3ccc(O)cc3)N(CC3CCCCCC3)C(=O)C2=O)C1=O	5	-12
CC(NC(=O)CN1CCN(Cc2ccc(Cl)cc2)C1=O)c1ccc2c(c1)OCCO2 (configuration not stated)	-9	-3
CC(C)NC(=O)Nc1cccc2c1O[C@H](CN(C)C(=O)Nc1ccccc1)[C@@H](C)CN([C@H](C)CO)C2=O	0	6
CC1(C)SCC(C(=O)O)NC1=O (configuration not stated)	0	-1
Cc1ccccc1-n1c(-c2ccc(Br)o2)n[nH]c1=S	2	1
Cc1ccc(NC(=O)CSCC(=O)Nc2ccccc2N2CCCC2)cc1	4	-8
CCOC(=O)c1c(C)nc2c(c1-c1cc(OC)ccc1OC)C(=O)CC(C)(C)C2	1	-3
Cc1c(C#N)c2ncnc(N)c2n1-c1ccccc1	-5	6
O=C(/C=N/O)Nc1cccnc1	-15	-3
CCN(CC(=O)NC(C)(C)C)C(=O)c1cccc(S(=O)(=O)N2CC3(C)CC2CC(C)(C)C3)c1 (configuration not stated)	33	-15
Nc1ncnc2c1ncn2[C@@H]1O[C@H](CNC(=O)[C@H]2CCC(=O)N2)[C@@H](O)[C@H]1O	4	-3
Cc1noc(C)c1S(=O)(=O)Nc1ccc(C#N)cc1	8	6
CCc1ccc(NS(=O)(=O)c2cccc3nonc23)cc1	11	-10
COc1cccc(C(=O)OCC(=O)NCCC2=CCCCC2)c1	-1	-4
CCCCOc1ccc(C(=O)NCC(=O)N2CC(C)OC(C)C2)cc1 (configuration not stated)	5	3
CN1C(=O)c2ccccc2OC1(C)Cc1ccccc1 (configuration not stated)	6	-5
CN(C)c1cccc(-c2cc(Nc3ccc(C(C)(C)C)cc3)ncn2)c1	15	6
(more compounds)
SMILES	TAG inh	TAG inh DAPI viability
O=C(COc1cccnc1[N+](=O)[O-])Nc1ccc(S(=O)(=O)N2CCOCC2)cc1	2	-5
O=C(NCCCN1CCCC1)c1cccc(N2CCCC2=O)c1	-10	16
Cc1cc(NC(=O)CCc2ccc(-c3ccccc3)o2)no1	-1	0
CC1=C(C(=O)NC2CCC(C)CC2)C2(CCC(C)CC2)OC1=O (configuration not stated)	-22	1
O=C(NC(=S)Nc1ccccc1[N+](=O)[O-])c1ccco1	-11	11
CCc1noc(C)c1C(=O)N1CCN(c2cccc(C)c2C)CC1	-13	9
CCN1CCN(c2ccc(S(=O)(=O)N3CCCCC3)cc2NC(=O)c2ccc(C)c(C)c2)CC1	10	2
COc1ccc(CNc2nc(NCc3ccc(OC)cc3)c3ncn(C4CCCC4)c3n2)cc1	11	-11
COc1ccc(OC)c(NC(=S)N(CCc2c(C)[nH]c3ccc(C)cc23)Cc2cccs2)c1	13	7
CC(NC(=O)c1ccccc1F)c1nnc(SCC(=O)N2CCN(c3ccccc3)CC2)n1C (configuration not stated)	2	-5
COc1ccc(NC(=O)COc2ccc3c(C)cc(=O)oc3c2)cc1S(=O)(=O)N1CCCCC1	-6	-1
CCOC(=O)C(=Cc1ccc2c(c1)OCO2)c1ccccc1	-6	13
CCN(CC)CCn1c2c(c(SCC(=O)Nc3ccccc3Cl)nc1=O)CCC2	10	4
C=CCNc1nnc(-c2ccncc2)s1	-6	11
COc1ccccc1-n1c(CNC(=O)c2cccs2)n[nH]c1=S	0	3
CCN1CCN(c2ccc(N3CCN(C(=O)c4ccc(Br)o4)CC3)nn2)CC1	-22	22
O=C(O)c1ccc2c(c1)C(=O)N(CCCCCCCN1C(=O)c3ccc(C(=O)O)cc3C1=O)C2=O	8	-7
CC1=CC=CN2C1=NC(=O)CC2(C)C(=O)N(CC(=O)NC1CCCC1)c1cc(C)cc(C)c1 (configuration not stated)	2	7
Nc1ncnc2c1ncn2[C@@H]1O[C@H](CNCc2ccccc2OCC(=O)N2CCCCC2)[C@@H](O)[C@H]1O	-5	7
Cc1ccccc1OCC(=O)N/N=C/c1ccc([N+](=O)[O-])o1	0	-16
CCO[C@H]1OC(C(=O)Nc2ccccc2)=C[C@@H](c2ccc(C(F)(F)F)cc2)[C@@H]1CCCO	2	4
CN(C(=O)COC(=O)C(C)(C)Oc1ccc(Cl)cc1)c1c(N)n(Cc2ccccc2)c(=O)[nH]c1=O	1	-2
O=C(O)CC1C(=O)NCCN1CCCc1ccccc1 (configuration not stated)	-4	-2
CC(CNC(=O)c1ccc(NC2=NC3CS(=O)(=O)CC3S2)cc1)c1ccccc1 (configuration not stated)	12	-1
CCc1nc2c(OCc3ccccc3)cccn2c1N(C)C(=O)C(C)C	-11	4
Cc1nc2nc[nH]c2cc1Br	-9	5
CC(=O)N1CCN(Cc2nc3scc(-c4ccccc4)c3c(=O)[nH]2)CC1	5	-5
CN1CCN(/N=C/c2c3ccccc3c(Cl)c3ccccc23)CC1	14	10
Nc1nccnc1C(=O)OCC(=O)NCCc1ccc(Cl)cc1	-1	9
Clc1ccc(Oc2nc(N3CCOCC3)nc(N3CCOCC3)n2)cc1	38	-2
Cc1cc(NS(=O)(=O)c2ccc(NC(=O)c3cnc4scc(C)n4c3=O)cc2)nc(C)n1	-2	-4
CCCCCCOC(=O)c1ccccc1NC(=O)/C=C/C(=O)O	2	-2
Cc1ccc(C(=O)NCCCNC(=O)COc2ccc(Cl)c(C)c2)cn1	-1	-5
Cn1c(=O)c2cc(NC(=O)Nc3cccnc3)ccc2n1-c1ccc(C(C)(C)C)cc1	5	5
NC(=S)Nc1ccc2c(c1)OCO2	1	5
CCN(CC)CCN1C(=O)C(=O)/C(=C(/O)c2c(C)[nH]c(C(=O)OC)c2C)C1c1ccccc1 (configuration not stated)	-3	7
CC(=O)Nc1cccc(NC(=S)Nc2cccc(Cl)c2C)c1	-9	8
Cc1ccc(-c2nc3cc(Cl)ccc3o2)cc1	1	-1
COc1ccc(C)cc1S(=O)(=O)Nc1cc(Cl)ccc1Cl	4	-2
CCOC(=O)c1c(NC(=O)CN2C(=O)NC3(CCCCC3C)C2=O)sc(C)c1CC (configuration not stated)	-4	0
Nc1nc(N)c(N=O)c(OCC2CCCCC2)n1	36	-15
COc1cccc(C2c3cc4c(cc3OC(C)(N3CCCC3)C2C)OCO4)c1O (configuration not stated)	19	-28
COCCCNC(=O)CC1C[C@H](C(=O)N2CCCCC2)[C@@]2(C)c3[nH]c4ccc(OC)cc4c3CCN2C1=O (some centres not stated)	3	3
CC1(C)CC(=O)C2=C(C1)OC(N)=C(C#N)C2c1ccc(OC(=O)N2CCOCC2)cc1 (configuration not stated)	-9	12
FC(F)(F)c1cnc(C(c2ccccc2)c2ncn[nH]2)c(Cl)c1 (configuration not stated)	17	-2
COc1ccc(-c2oc3ccc(-c4cc(OC)c(OC)c(OC)c4)cc3c2-c2ccc(OC)nc2)cc1	5	66
COc1ccc(N2C3=C(C(=O)CC(C)(C)C3)C(c3ccccc3OC)C3=C2CC(C)(C)CC3=O)cc1	-10	13
Cc1c(Cl)cccc1NC(=O)COC(=O)C12CC3CC(CC(O)(C3)C1)C2	-6	1
CCCCn1c(N)c(N(CC)C(=O)/C=C/c2ccco2)c(=O)[nH]c1=O	5	1
CC(=O)N1CCC2(CC1)C(C#N)=C(N)Oc1n[nH]c(C(F)(F)F)c12	-7	0
COc1ccccc1N=NNc1ccccc1OC	42	-20
CC(C)[C@H](NC(=O)c1ccc(Cl)cc1)C(=O)Nc1cccc(S(=O)(=O)N2CCOCC2)c1	8	11
Cc1cccc(C)c1NC(=O)c1ccc(-c2cc(F)ccc2F)o1	-37	8
COc1cc([C@@H]2OC[C@@H]3[C@H]2CO[C@@H]3c2ccc3c(c2)OCO3)ccc1O	-3	2
O=C(c1ccc2c3c(cccc13)CC2)N1CCOCC1	4	-5
